Pf growth 48h = Primary qHTS for delayed death inhibitors of the malarial parasite plastid, 48 hour incubation | P. falciparum luciferase growth in erythrocytes, 48 h | Potency, µM (series often up to 28.7 µM), without a hit: top-dose activity change, negative = inhibition, hits mostly inhibitors | 310,000 compounds, 5.9% hits | AID 504832, 2011; also: potency is read from the fitted curve at half-maximal effect; % is scaled to controls: 0 for no effect and ±100 for the full control effect
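Luminescence readout; reporter = integrated firefly luciferase in P. falciparum. RBC culture at 2% hematocrit, 0.1% parasitemia final, 37 C/5% CO2; decreased signal taken as growth inhibition.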
Shiga toxin inh = A qHTS for Small Molecule Inhibitors of Shiga Toxin | Vero cells, Shiga toxin protein synthesis inhibition reporter | inhibition, % at 38.7 µM | 290,000 compounds, 9.2% hits | AID 2315, 2010; in the data active = inhibition mostly above about 28%, no sharp cut-off; inactive = mostly below about 43%; also: 0% is about no effect
Tb PYK inh = qHTS of Trypanosoma Brucei Inhibitors. pyruvate kinase (Trypanosoma brucei), Q57TT1. TbPYK enzyme, Kinase-Glo Plus ATP luminescence, 45 min. Potency, µM (highest dose often 76.8 µM), for the others: top-dose activity, negative = inhibition, actives largely listed as inhibitors. 410,000 compounds, 0.12% hits; also: potency is read from the fitted curve at half-maximal effect; % is scaled to controls: 0 for no effect and ±100 for the full control effect; nearly all actives have a fitted effect of over 50% in size
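Activity of T. brucei pyruvate kinase was followed by Kinase-Glo Plus luminescence after the enzyme reacted 45 min at room temperature with 130 uM ADP (final) and substrate. Test compounds were added before ADP at multiple concentrations.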
CHX counter = Cycloheximide Counterscreen for Small Molecule Inhibitors of Shiga Toxin; cell reporter, cycloheximide protein synthesis inhibition counterscreen; max response, %; 300,000 compounds, 12% hits; AID 2314, 2010; in the data active = max response mostly above about 13%, no sharp cut-off; inactive = mostly below about 14%; also: read at 38.3 µM for the half of the compounds with a filed dose; 0% is about no effect
AMA1 RON2 block = qHTS for Inhibitors of AMA1-RON; Towards Development of Antimalarial Drug Lead: Primary Screen; Plasmodium falciparum AMA1 (3D7) - RON2 peptide interaction; AlphaScreen AMA1-biotinylated RON2 peptide binding; 360,000 compounds, 0.2% hits; Potency, µM (top dose mostly 58.2 µM), without a hit: at the highest dose activity change, negative = inhibition, hits mostly inhibitors;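 also: potency is read from the fitted curve at half-maximal effect; 0% = vehicle wells and -100% = peptide control; nearly all actives have a fitted effect of over 45% in size; some results filed as inactive show a strong effect at the top dose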
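AMA1 (3D7) with his tag at 25 nM final met compounds first, then biotinylated RON2 peptide at 25 nM; detection used donor plus acceptor beads, 10 µg/mL apiece, read by AlphaScreen after 30 min at room temperature.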
Pf growth 96h = Primary qHTS for delayed death inhibitors of the malarial parasite plastid, 96 hour incubation | Potency, µM (doses to about 28.7 µM), for inactives: at the top dose activity change, negative = inhibition, most hits filed as inhibitors | 320,000 compounds, 6.9% hits | P. falciparum luciferase reporter growth, 96 h; also: potency is read from the fitted curve at half-maximal effect; % is scaled to controls: 0 for no effect and ±100 for the full control effect
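96 h incubation, 37 C, 5% CO2, of luciferase-reporter P. falciparum-infected RBCs (2% hematocrit, 0.05% parasitemia final) with test compounds; endpoint luminescence.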
LmPK inh = qHTS Assay for Inhibitors of Leishmania Mexicana Pyruvate Kinase (LmPK); 290,000 compounds, 0.37% hits; AID 1721, 2009; purified LmPK, Kinase-Glo ATP luminescence, 1 h; Potency, µM (highest dose often 57.5 µM), without a hit: at the highest dose activity change, negative = inhibition, hits mostly inhibitors; also: potency is read from the fitted curve at half-maximal effect; % is scaled to controls: 0 for no effect and ±100 for the full control effect
Target sequence (Q27686 whole entry, looked up): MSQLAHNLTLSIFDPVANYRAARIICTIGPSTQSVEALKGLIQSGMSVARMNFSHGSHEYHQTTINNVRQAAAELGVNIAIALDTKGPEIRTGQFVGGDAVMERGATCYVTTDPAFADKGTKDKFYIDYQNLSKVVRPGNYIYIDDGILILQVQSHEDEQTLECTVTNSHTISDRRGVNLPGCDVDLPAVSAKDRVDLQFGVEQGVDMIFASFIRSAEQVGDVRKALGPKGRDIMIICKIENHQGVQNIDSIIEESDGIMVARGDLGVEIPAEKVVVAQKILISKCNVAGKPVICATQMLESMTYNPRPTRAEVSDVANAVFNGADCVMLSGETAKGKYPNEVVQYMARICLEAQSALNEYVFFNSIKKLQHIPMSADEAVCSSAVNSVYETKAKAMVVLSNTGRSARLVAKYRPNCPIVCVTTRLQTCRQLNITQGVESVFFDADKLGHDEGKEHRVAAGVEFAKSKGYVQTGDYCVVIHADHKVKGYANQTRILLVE
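In 50 mM imidazole pH 7.2 with 7 mM MgCl2, LmPK (0.1 nM) turned over PEP (0.5 mM) and ADP (0.1 mM) for 1 h at room temperature. Luciferase read-out of ATP.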
* = called active by the depositor; ? = inconclusive; nt = not tested or not shown; [ ] = another dose, or the depositor's remark. Unless noted, calls follow the shape of the dose curve; as a rule, active = well fitted curve in the direction sought with a large enough effect; inconclusive = small, poorly fitted or top-dose-only effect, or another doubt; inactive = no such curve, though single readings can be large; an effect the other way counts as inactive or inconclusive. Hits appear at their usual frequency. Share with any hit: about 21%.

[1] O=C(COC(=O)c1cccc(C(=O)OCC(=O)NC2CCCCC2)n1)NC1CCCCC1
[2] O=C(NCC1CCCN(Cc2nccs2)C1)c1cccc2ccccc12 (centres undefined)
[3] COc1cccc2sc(N(CCCN(C)C)C(=O)c3ccc(S(=O)(=O)N4CCCc5ccccc54)cc3)nc12
[4] CC(OC(=O)CCN=C1NS(=O)(=O)c2ccccc21)C(=O)NCc1ccccc1 (centres undefined)
[5] CC[C@H](C)C(N)c1cn(C(CCCN=C(N)N)C(=O)N2CCNCC2)nn1 (some centres undefined)

Screen / compound no.	1	2	3	4	5
Pf growth 48h	2%	-28%	10µM*	-5%	30%[activator]
Shiga toxin inh	-6	-28	-12	nt	nt
Tb PYK inh	-10%	-6%	4%	-5%	-5%
CHX counter	-4	0	-2	nt	nt
AMA1 RON2 block	26%	-25%	-12%	6%	1%
Pf growth 96h	-1%	21%	?	41%[activator]	0%
LmPK inh	2%	-10%	9%	nt	nt

Compound profiles (already shown). Screens in order: Pf growth 48h	Shiga toxin inh	Tb PYK inh	CHX counter	AMA1 RON2 block	Pf growth 96h	LmPK inh
Results for CC(OC(=O)CCN=C1NS(=O)(=O)c2ccccc21)C(=O)NCc1ccccc1 (centres undefined) : -5%	nt	-5%	nt	6%	41%[activator]	nt
Results for O=C(COC(=O)c1cccc(C(=O)OCC(=O)NC2CCCCC2)n1)NC1CCCCC1 : 2%	-6	-10%	-4	26%	-1%	2%

New compounds follow
[6] Cc1cccc(CC(=O)NCC(=O)NCc2cc(=O)n(C)c(=O)n2C)c1
[7] Cc1cccc(-c2nnc(SCC(=O)N3CCCC3)o2)c1
[8] CCCc1nc2ccccc2c(C(=O)OCC(=O)Nc2cccc(S(=O)(=O)N3CCOCC3)c2)c1CC
[9] C=CCc1c(O)c(CC)cc2c(C)cc(=O)oc12
[10] COc1cccc(NC(=O)[C@@H]2CCCN2C(=O)[C@@H]2Cc3ccccc3CN2C(=O)OC(C)(C)C)c1

Screen / compound no.	6	7	8	9	10
Pf growth 48h	11%	108%[activator]	?	-25%	?
Shiga toxin inh	19	93*	-3	-9	52
Tb PYK inh	-19%	-13%	2%	-3%	1%
CHX counter	-1	19*	-2	-2	20*
AMA1 RON2 block	-3%	4%	-8%	-1%	-9%
Pf growth 96h	36%[activator]	-11%	7.4µM*	-2%	?
LmPK inh	-5%	-9%	0%	-6%	13%

[11] COc1ccc(-c2csc(Nc3ccc(C)cn3)n2)cc1
[12] C/C(=N\NC(=O)CC1N=C(Cc2ccccc2)NNC1=O)c1ccc(Br)cc1 (centres undefined)
[13] O=C(CCc1ccccc1)N/N=C/c1cc(Br)ccc1O
[14] CS(=O)(=O)N(CCc1ccccc1)CC(=O)NCc1ccccc1
[15] CC(=O)c1ccc2c(c1)OCCOCCOCCOCCOCCO2

Screen / compound no.	11	12	13	14	15
Pf growth 48h	10%	71%[activator]	4.1µM*	8%	26%
Shiga toxin inh	7	-9	-14	-27	49
Tb PYK inh	2%	-8%	1%	-7%	-9%
CHX counter	11	-1	7	-2	-2
AMA1 RON2 block	-18%	0%	59%[activator]	-15%	-3%
Pf growth 96h	75%[activator]	?	6.6µM*	?	34%[activator]
LmPK inh	-9%	8%	2%	2%	-2%

[16] Cc1sc2ncn3cnnc3c2c1C
[17] COC(=O)C1=C(N)Oc2cc(C)n(Cc3cccnc3)c(=O)c2C1c1ccc(OC)c(OC)c1 (centres undefined)
[18] N#Cc1ccc(-c2csc(-c3ccno3)n2)cc1
[19] Cc1cccc(C(=O)NC(CC(=O)O)c2ccc(OC3CCCC3)cc2)c1[N+](=O)[O-] (centres undefined)
[20] CC(=O)c1cccc(NC=C2C(=O)OC3(CCCCC3)OC2=O)c1

Screen / compound no.	16	17	18	19	20
Pf growth 48h	45%[activator]	-18%	39%[activator]	30%	8%
Shiga toxin inh	-15	-3	18	-15	-14
Tb PYK inh	-11%	5%	-4%	3%	-5%
CHX counter	2	2	8	4	2
AMA1 RON2 block	4%	22%	2%	-5%	0%
Pf growth 96h	17%	-13%	48%[activator]	47%[activator]	6%
LmPK inh	2%	6%	-6%	5%[11.5 µM]	0%

[21] CC(=O)N1CCN2C(=O)C1CCCC(=O)c1cc(C)ccc12 (centres undefined)
[22] CCCN1CCN(CCCNC(=O)C(CC)n2nc(C)c3sc4ccccc4c3c2=O)CC1 (centres undefined)
[23] COc1ccccc1C(=O)Nc1ccnn1C1CCN(Cc2cc(C)c(C)cc2C)CC1
[24] Cc1ccc(C(=O)N/C(=C\c2cccs2)C(=O)NC2CCCCC2)cc1
[25] Clc1ccc(-c2nnc3sc(-c4ccccn4)nn23)cc1

Screen / compound no.	21	22	23	24	25
Pf growth 48h	-18%	?	?	nt	26%
Shiga toxin inh	7	-4	4	-6	18
Tb PYK inh	1%	1%	-3%	-1%	nt
CHX counter	-1	-8	5	-1	-2
AMA1 RON2 block	3%	0%	-14%	-8%	nt
Pf growth 96h	-17%	25%	?	4.1µM*	nt
LmPK inh	3%	-10%	-6%	5%	0%

[26] OCCN1CCN(c2nc(NCc3ccco3)c3ccccc3n2)CC1
[27] CCc1sc(C(=O)Nc2ccccc2N2CCOCC2)cc1C
[28] CCN1C(=O)/C(=C/c2cccs2)SC1=Nc1ccc(OC)cc1
[29] Cc1cccc(N2C(=O)CS/C2=N\NC(=O)c2ccc(Br)cc2)c1C
[30] Cc1c(Cl)cccc1NC(=O)CCC(=O)NNC(=O)c1ccccc1

Screen / compound no.	26	27	28	29	30
Pf growth 48h	?	-17%	-22%	1%	20%
Shiga toxin inh	10	12	-3	2	-16
Tb PYK inh	-7%	-2%	-5%	-9%	-5%
CHX counter	2	-1	-3	-3	1
AMA1 RON2 block	-15%	-25%	-2%	-5%	80%[activator]
Pf growth 96h	9.3µM*	4%	4.7µM*	?	26%
LmPK inh	1%	-1%	2%	-3%	-4%

[31] CCN(CC)C(=O)C(=O)Nc1ccc(OC)c(Cl)c1
[32] O=C(NCc1ccccc1Cl)C1CCC(CNc2c(N3CCCCC3)c(=O)c2=O)CC1 (centres undefined)
[33] O=S(=O)(NCC1CCCO1)c1cnc(Cl)c(Br)c1 (centres undefined)
[34] CC(OC(=O)CC1CCCC1)C(=O)Nc1ccc(Cl)cn1 (centres undefined)
[35] Cc1csc(NC(=O)C2CCN(S(=O)(=O)c3cccs3)CC2)n1

Screen / compound no.	31	32	33	34	35
Pf growth 48h	17%	-11%	-25%	5%	-2%
Shiga toxin inh	49	-13	-3	nt	-8
Tb PYK inh	0%	0%	7%	-2%	1%
CHX counter	11	-5	-3	nt	8
AMA1 RON2 block	15%	16%	7%	-4%	-13%
Pf growth 96h	0%	10µM*	-14%	5%	55%[activator]
LmPK inh	-4%	-3%	3%	nt	2%

[36] Cc1ccc(N2C(=O)NC(NC(=O)C3CC3)(C(F)(F)F)C2=O)cc1 (centres undefined)
[37] COc1ccc(C(=O)Nc2cc(C)on2)cc1S(=O)(=O)N1CC(c2ccccc2)CC1=O (centres undefined)
[38] CN(C(=O)COC(=O)c1c2c(nc3ccccc13)/C(=C/c1cccc([N+](=O)[O-])c1)CCC2)C1CCS(=O)(=O)C1 (centres undefined)
[39] CS(=O)(=O)c1ccc(Cl)c(NC(=O)COC(=O)CNC(=O)c2cccs2)c1
[40] COc1ccc(N/C=C(\C#N)c2ccc(OCCCF)cc2)cc1

Screen / compound no.	36	37	38	39	40
Pf growth 48h	11%	?	?	12%	11%
Shiga toxin inh	27	-2	-2	nt	-11
Tb PYK inh	-14%	-2%	3%	4%	-1%
CHX counter	-3	4	-2	nt	-1
AMA1 RON2 block	-4%	-14%	-12%[2.32 µM]	-6%	-14%
Pf growth 96h	?	73%[activator]	?	36%	nt
LmPK inh	-4%	4%[11.5 µM]	5%	nt	0%

[41] COc1ccc(C2CC(c3ccc(Cl)c(Cl)c3)Nc3nc(N)nn32)cc1 (centres undefined)
[42] CCS(=O)(=O)N1CCN(C(=O)c2ccccc2[N+](=O)[O-])CC1
[43] Cc1ccc(S(=O)(=O)n2cnc3ccccc32)c(C)c1
[44] CCOc1ccc2nc(NC(=O)/C=C/c3ccc4c(c3)OCO4)sc2c1
[45] CSc1ncccc1C(=O)N1CCN(C(=O)c2ccccc2)CC1

Screen / compound no.	41	42	43	44	45
Pf growth 48h	nt	36%[activator]	10%	16%	-1%
Shiga toxin inh	-7	-6	-11	-11	-9
Tb PYK inh	-6%	1%	-1%	?	3%
CHX counter	1	-4	6	-2	-5
AMA1 RON2 block	8%	0%	17%	-12%	2%
Pf growth 96h	?	-32%[1.15 µM]	nt	174%[activator]	?
LmPK inh	-5%	0%	2%	0%	-2%

[46] O=[N+]([O-])c1cccc2c(N3CCOCC3)ccnc12
[47] CCc1nc(SCC(=O)Nc2cccc(C(F)(F)F)c2)c2c(=O)n(C)c(=O)n(C)c2n1
[48] CCOC(=O)c1cnc(-n2nc(C)cc2C)nc1NNc1cc(-c2ccccc2)nc(C)n1
[49] CC(C)CCN(C(=O)Nc1ccccc1)C(C)c1cccs1 (centres undefined)
[50] O=C(Nc1ccccc1)c1c(O)c2c(n(Cc3ccco3)c1=O)CCCC2

Screen / compound no.	46	47	48	49	50
Pf growth 48h	-15%[5.75 µM]	9.3µM*	?	?	?
Shiga toxin inh	-1	-9	-5	-2	29
Tb PYK inh	-5%	-15%	nt	3%[15.4 µM]	-2%
CHX counter	-3	-3	-3	20	12
AMA1 RON2 block	22%	-8%	nt	-14%	0%
Pf growth 96h	-107%[5.75 µM]	?	?	nt	-18%
LmPK inh	0%	0%	3%	5%	6%

By substructure, the entries above containing a CF3 group
[36] Cc1ccc(N2C(=O)NC(NC(=O)C3CC3)(C(F)(F)F)C2=O)cc1 (centres undefined)
[47] CCc1nc(SCC(=O)Nc2cccc(C(F)(F)F)c2)c2c(=O)n(C)c(=O)n(C)c2n1

Screen / compound no.	36	47
Pf growth 48h	11%	9.3µM*
Shiga toxin inh	27	-9
Tb PYK inh	-14%	-15%
CHX counter	-3	-3
AMA1 RON2 block	-4%	-8%
Pf growth 96h	?	?
LmPK inh	-4%	0%

More compounds.
[51] O=C1C2C3CC(C2C(=O)N1c1cccc(Cl)c1)[C@H](O)C3O (some centres undefined)
[52] COc1ccc(C(=O)NCCCCCC(=O)N/N=C/c2ccco2)cc1OC
[53] COc1ccc(S(=O)(=O)N2CCN(C(=O)C3COc4ccccc4O3)CC2)cc1 (centres undefined)
[54] NC(=O)CN(c1ccc(Oc2ccccc2)cc1)S(=O)(=O)c1ccccc1
[55] COc1cccc(C(=O)C2=NN(C(C)=O)CC2c2ccco2)c1 (centres undefined)
[56] CCOC(=O)CNC(=O)C12CC3CC(CC(C3)C1)C2

Screen / compound no.	51	52	53	54	55	56
Pf growth 48h	6%	-10%	?	-5%	3%	16%
Shiga toxin inh	-10	-8	nt	-31	45	-7
Tb PYK inh	1%	-3%	-13%	-1%	-7%	2%
CHX counter	-2	-5	nt	-2	8	0
AMA1 RON2 block	-7%	22%	-20%	-5%	?	4%
Pf growth 96h	17%	-13%	?	16%	?	1%
LmPK inh	-2%	-3%	nt	-7%	-2%	0%

High-throughput results as filed in PubChem.
